Screening results: PubChem BioAssay, National Center for Advancing Translational Sciences (NCATS)
S3 lipid droplet = qHTS Assay for Lipid Storage Modulators in Drosophila S3 Cells; Drosophila S3 cells, BODIPY lipid droplet fluorescence, 18-24 h; cells fed with added oleic acid; Potency in µM for hits, for the others lipid storage change, negative = inhibition, % at the top dose, mostly 46.1 µM; 0.64% of 320,000 active; AID 2685; active = well fitted inhibition curve with a large enough effect in the signal ratio, with a control signal flat, not every such curve was filed as active; inconclusive = small, poorly fitted or top-dose-only effect, or effect the other way, or a change in a side signal; the % refers to the signal ratio
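Laser-scanning cytometry quantifies lipid droplet accumulation (500–530 nm total intensity; droplet/cell object ratio) in oleic acid-fed (400 uM added) Drosophila S3 cells treated with a concentration series. 20 uM Triacsin C defined 100% inhibition.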
S3 lipid droplet cell count max = also measured in S3 lipid droplet; calls as there; cell number change, %; measured here: cell count max response;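 cells counted by Cell Tracker Red CMTPX staining in the red channel; peak over a dose series mostly up to 46.1 µM; percent activity relative to internal control wells on each plate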
The depositor's hits bear a star; i = inactive; ? = inconclusive; . = no result given; [ ] = another dose, or the depositor's remark. % is set by controls: 0 for no effect and ±100 for the full control effect; potency is the fitted concentration of half-maximal effect. Some of the compounds tested; count on the stated rates, not on these rows.

nr	canonical_smiles	S3 lipid droplet	S3 lipid droplet cell count max
1	CC(C)CN1CCC(=O)N(CCSc2ccc(Br)cc2)CC1	17.9%	-10.3
2	COc1ccc(CCn2c(SCC(=O)Nc3cc(C)on3)nc3ccsc3c2=O)cc1OC	?	.
3	Cc1cc(C)n(C2CC(=O)N(c3ccccc3)C2=O)n1 (centres undefined)	-0.2%	5.4
4	CCOC(=O)c1[nH]c(C)c(C(=O)NCCc2ccc(OC)cc2)c1C	?	.
5	COc1cc(NC(=O)Cc2cccc3ccccc23)c(C(=O)O)cc1OC	?	.
6	CCOC(=O)c1ccccc1NC(=O)c1ccccc1N(C)S(C)(=O)=O	?	.
7	CCCCC(=O)Nc1ccc(C(=O)c2ccccc2)cc1	?	.
8	NC(=O)N1CCc2ccccc21	?	.
9	COc1ccc(-c2cnnc(N/N=C/C(C)=C/c3ccccc3)n2)cc1	7.8%	8.2
10	Cc1cc(Br)ccc1NC(=O)CN(C)C(=O)CN1C(=O)NC2(CCCC2)C1=O	?	.
11	O=C(NCc1ccco1)C(c1ccncc1)N(CCC1=CCCCC1)C(=O)Cn1nnc2ccccc21 (centres undefined)	?	.
12	Cc1ccc(NC(=O)COC(=O)CCc2ccc(S(=O)(=O)N3CCOCC3)cc2)cc1C	-1.5%	5.9
13	CCOC(=O)C1=C(c2ccccc2)N=C2SCC(=O)N2C1c1ccc2c(c1)OCO2 (centres undefined)	?	.
14	Cc1cc(NCc2ccccn2)n2nc(C)c(-c3ccccc3)c2n1	6.2%	-1.8
15	O=C(Nc1nc2cc3c(cc2s1)OCCO3)c1ccco1	?	.
16	CCCc1cc(C(=O)N2CCC(N3CCC(C(=O)NC(C)C)CC3)CC2)n(C)n1	15.1%	11.4
17	O=C(COC(=O)c1cccnc1Cl)c1cccc(Cl)c1	i	13.4
18	CNc1nc(OCCNC(=O)Nc2ccccc2)nc(N2CCOCC2)n1	?	.
19	CCOc1ccccc1CN1CCNC(=O)C1CC(=O)NCc1cc(C)n(C)n1 (centres undefined)	?	.
20	CCN(CCO)Cc1csc2ccc(Cl)cc12	?	.
21	CCOC(=O)c1cc(-c2nnc(-c3ccc(Oc4ccccc4)cc3)o2)c(C)nc1C	18.7%	2.3
22	CCn1c(-c2c(Cl)c(C)nn2C)n[nH]c1=S	?	.
23	Cn1c2ccccc2c(=O)c2cc(C#CC3(O)CCCCC3)ccc21	?	.
24	O=C(Nc1ccccc1Cl)N1CCSc2ccccc21	?	.
25	Cc1ccc(NC(=O)CN(C)C(=O)CCCN2C(=O)c3ccccc3C2=O)cc1	12.0%	0.8

The listing continues:
nr	canonical_smiles	S3 lipid droplet	S3 lipid droplet cell count max
26	CCCc1cc(=O)oc2cc(C)cc(OC(C)C(=O)NCc3ccncc3)c12 (centres undefined)	5.2%	21.4
27	C=CCC(C(=O)c1ccccc1)[N+](C)(C)CC=C (centres undefined)	?	.
28	Cc1ccc(CNC(=O)COC(=O)c2ccc(Br)cc2)cc1	?	.
29	O=C(O)c1cnc(-c2ccccc2)nc1Sc1cccc(Cl)c1	?	.
30	COc1ccc(NC(=O)C2C3CCC4C(CCC32)C4(Cl)Cl)cc1 (centres undefined)	?	.
31	CC(OC(=O)CNC(=O)c1cccc(F)c1)C(=O)NC1CCCCC1C (centres undefined)	?	.
32	CN1C(=O)C(=O)/C(=C(/O)c2ccc(Br)cc2)C1c1ccc(F)cc1 (centres undefined)	?	.
33	COC(=O)C1=C(C)NC=C([N+](=O)[O-])C1c1ccc(OC)cc1 (centres undefined)	?	.
34	COc1ccc(-c2cn3cccnc3n2)cc1NS(=O)(=O)c1ccccc1	10.7%	23.7
35	CCOC(=O)C1C(=O)C(C(C)=O)C(=O)CC1CC(C)SCC (centres undefined)	i	11.3
36	CCCCn1c2nc3ccccc3nc2c2c(=O)n(-c3ccccc3)cnc21	17.4%	13.8
37	O=c1c(/C=N\NS(=O)(=O)c2ccccc2)coc2ccc(Cl)cc12	?	.
38	COc1ccc(Cc2nnc(NC(=O)CS(=O)(=O)c3ccccc3)s2)cc1OC	?	.
39	COc1ccc(NC(=O)NN(C(=O)c2ccccc2)C(C)(C)C)cc1	-0.6%	.
40	CC(=O)Nc1ccc(S(=O)(=O)NCC(=O)OCC(=O)N2CCCc3ccccc32)cc1	17.9%	-6.7
41	Cc1onc(-c2c(Cl)cccc2Cl)c1/C(N)=N/OC(=O)C(C)(C)C	4.4%	10.8
42	CCCCCCC1CC(CCC(=O)Nc2ccc([N+](=O)[O-])cc2)C(=O)O1 (centres undefined)	?	.
43	CCN1CCN(C(=O)C2CCN(c3nnc(-n4c(C)ccc4C)s3)CC2)CC1	?	.
44	CC1CC(=O)Nc2ccccc2N1C(=O)Nc1ccccc1 (centres undefined)	-14.0%	-9.0
45	O=C(Nc1c(C(=O)N2CCN(c3ccccn3)CC2)oc2ccccc12)c1ccc([N+](=O)[O-])cc1	i	-3.8
46	Nc1ncc(-c2ccccc2)c(-c2ccc(OCc3ccccc3)cc2O)n1	-6.6%	-16.7
47	Cc1cccc(C)c1NC(=O)CCCN1CC(C)OC(C)C1 (centres undefined)	?	.
48	CCc1ccc(NC(=O)C/C(C)=N/NC(=O)COc2ccc(C)cc2Br)cc1	i	2.6
49	O=C(c1ccc(=O)oc1)N1CCN(C(c2ccccc2)c2ccccc2)CC1	?	.
50	Cc1ccc(S(=O)(=O)NCC2CCC(C(=O)NCc3ccco3)CC2)cc1 (centres undefined)	?	.

Continuation.
nr	canonical_smiles	S3 lipid droplet	S3 lipid droplet cell count max
51	COc1cc(/C=N/NC(=O)c2cccc(S(=O)(=O)N3CCCCC3)c2)cc(Br)c1O	?	.
52	CC(C)(C)c1ccc(OCCC(=O)OCC(=O)NCc2ccccc2)cc1	?	.
53	COc1ccc(C(=O)NCc2nnc(SCC(=O)NC3CCCCC3)o2)cc1	?	.
54	COc1ccc(CN(C)C(=O)c2ccc(COc3ccccc3)cc2)c(OC)c1	?	.
55	Cc1cc(NC(=O)CSc2ccc(F)cc2)no1	-13.1%	.
56	Cc1n[nH]c(C)c1CN(C)C(=O)C1CCC(=O)N(CC2CCCCC2)C1 (centres undefined)	?	.
57	CCOC(=O)c1cc(C#N)c(SCC(=O)Nc2ccc(C(C)=O)cc2)[nH]c1=O	?	.
58	Cc1nn(C)c(C)c1S(=O)(=O)N1CCC(C(=O)NC(C)c2ccccc2)CC1 (centres undefined)	0.9%	7.1
59	Cc1cccc(C)c1NC(=O)CNC(=O)c1cncc(Br)c1	?	.
60	COc1ccc(-c2csc(NC(=O)CN3C(=O)NC4(CCCC4)C3=O)n2)cc1OC	?	.
61	CNC(=O)CSc1nc(-c2ccccc2)c(-c2ccccc2)[nH]1	-22.3%	.
62	CC1(C)C(=O)NCCN1C(=O)CC1C(=O)NCCN1Cc1cccc(C(F)(F)F)c1 (centres undefined)	i	-15.4
63	CC(NC(=O)c1ccccc1Cl)C(=O)Nc1ccc2c(c1)OCO2 (centres undefined)	?	.
64	O=C(COC(=O)CCc1c[nH]c2ccccc12)NCc1ccc2c(c1)OCO2	?	.
65	Cc1c(Cl)ccc2c1NC(=O)[C@]21N[C@@H](Cc2ccccc2)[C@H]2C(=O)N(c3ccc(F)cc3)C(=O)[C@H]21	?	.
66	COc1ccccc1C(CNC(=O)c1cccc(NS(=O)(=O)c2ccc(C)c(F)c2)c1)N(C)C (centres undefined)	?	.
67	Cc1ccn2c(=O)nc(SCc3cccc(C(F)(F)F)c3)nc2c1	5.0%	6.8
68	CCOc1cccc(NC(=O)C2CCCN(S(=O)(=O)c3ccc(-n4cnnn4)cc3)C2)c1 (centres undefined)	?	.
69	OC1(CN2CCOCC2)C2CN3CCN(C2)CC1(c1ccccc1)C3 (centres undefined)	6.0%	10.0
70	Cc1ccc2c(c1)N(CC(=O)N1CCOCC1)C(=O)C(C)O2 (centres undefined)	?	.
71	COc1ccc(S(=O)(=O)N(C)c2ccc(OC(=O)C(C)Oc3ccc(F)cc3)cc2)cc1 (centres undefined)	i	.
72	COCCN(Cc1nc(-c2ccc(-c3ccccc3)cc2)oc1C)C(C)C	10.2%	2.3
73	CCOc1ccc(Br)cc1S(=O)(=O)Nc1ccc(C(=O)Nc2ccc(C)cc2)cc1	?	.
74	CCOc1ccccc1/C=C/c1onc(C)c1S(=O)(=O)N1CCC(C(=O)NC)CC1	?	.
75	CCc1nnc(NC(=O)Cc2cccs2)s1	?	.

More compounds.
nr	canonical_smiles	S3 lipid droplet	S3 lipid droplet cell count max
76	O=C(CSc1nnc(-c2ccncc2)n1Cc1ccco1)Nc1ccccc1F	10.2%	14.7
77	COC(=O)NNC(=O)COc1cc(C)c(Br)cc1C(C)C	7.8%	19.0
78	CCOc1ccc(/C=N/NC(=O)Cn2ccnc2C)cc1	-8.8%	0.3
79	O=C(NCc1ccc2c(c1)OCO2)c1ccc(CS(=O)(=O)Cc2cccc(Cl)c2)o1	17.7%	1.1
80	COc1ccccc1NC(=O)CSc1nc2ccccc2nc1N1CC(C)OC(C)C1 (centres undefined)	?	.
81	CCC(=O)Nc1ccc2nc(C3CC3)n(Cc3ccccc3)c(=O)c2c1	?	.
82	O=C(Cc1ccc(Cl)c(Cl)c1)Nc1ccccc1N1CCOCC1	5.5%	-10.9
83	COC(=O)c1ccc(N2CCN(C(=O)c3ccccc3)CC2)c(NC(C)=O)c1	i[9.22 µM]	.
84	Cc1cccnc1NC(=O)C1CCN(S(=O)(=O)c2c(C)noc2/C=C/c2ccco2)CC1	?	.
85	Cc1cc(C(=O)Nc2cccc3ncccc23)no1	?	.
86	COc1ccc(NC(=O)CCC(=O)Nc2cc(OC)c(NC(=O)c3ccco3)cc2OC)c(OC)c1	13.4%	18.4
87	Cc1ccc(S(=O)(=O)N(C)c2ccc(C(=O)O)cc2)cc1	?	.
88	CCOC(=O)c1ccc(NC(=O)c2nc[nH]c2C(=O)NCC(=O)OC(C)(C)C)cc1	-7.5%	-16.0
89	COc1cc2cc(C(C)(C)O)oc(=O)c2cc1OC	?	.
90	Cc1ccc(NC(=O)CCCNC(=O)c2ccc(Cl)cc2)c(O)c1	i	-7.5
91	COc1ccc(S(=O)(=O)NC(CC(=O)NCc2ccco2)c2ccco2)cc1 (centres undefined)	i	.
92	Cc1[nH]n(-c2ccccc2)c(=O)c1C=Nc1ccc(S(=O)(=O)NC(N)=O)cc1	?	.
93	CCOC(=O)c1cn[nH]c1NC(=S)Nc1ccccc1	-5.0%	0.2
94	Cc1ccccc1NC(=S)NN1CCN(C)CC1	?	.
95	Cc1ccc(C(=O)NCCCNC(=O)c2ccc(Cl)cc2)cn1	?	.
96	O=C(CN1CCN(c2ccccc2)CC1)NC(=O)NCc1ccccc1	?	.
97	CC1(C)NC(=O)N(CC(O)CNC23CC4CC(CC(C4)C2)C3)C1=O (centres undefined)	11.1%	4.3
98	CCOc1ccc(NC(=O)c2ccco2)cc1S(=O)(=O)N1CCCC1	19.1%	3.9
99	N#CC1=C(N)NC(SCc2ccccc2)=C(C#N)C12CCCC2	?	.
100	N#C/C(=C/c1ccc(N2CCCCC2)cc1)c1cccc(F)c1	?	.

Next part
nr	canonical_smiles	S3 lipid droplet	S3 lipid droplet cell count max
101	S=c1[nH]nc(COc2ccccc2)n1/N=C/c1ccncc1	0.4%	-5.4
102	CCC(Oc1ccccc1)C(=O)Nc1ccc(S(=O)(=O)Nc2ncccn2)cc1 (centres undefined)	i	-4.4
103	COc1ccc(C/C(N)=N/OC(=O)COc2ccccc2C)cc1	?	.
104	COc1ccccc1OCCNS(=O)(=O)c1ccc2oc3ccccc3c2c1	-0.3%	-12.3
105	COc1ccc(Cn2nnnc2C(c2ccc(F)cc2)N2CCN(C3CCCC3)CC2)cc1 (centres undefined)	?	.
106	COc1ccc(CCC(=O)NNC(=O)Nc2ccccc2Cl)cc1	?	.
107	COC(=O)c1ccc(N=Nc2c(C)[nH]n(-c3ccccc3)c2=O)cc1	?	.
108	COc1ccc(CN2CCN(C(=O)c3cccc4ccccc34)CC2)cc1Br	-18.1%	11.9
109	O=C(CCSc1nc(-c2ccco2)cc(C(F)(F)F)n1)NCCN1CCOCC1	2.2%	12.1
110	CC1(c2ccc(Cl)cc2Cl)NC(=O)N(CC(=O)N2CCN(C(=O)c3ccco3)CC2)C1=O (centres undefined)	?	.
111	Cn1c(C(=O)NCCCN2CCN(c3cccc(Cl)c3)CC2)cc2c(=O)n(C)c3ccccc3c21	i	.
112	Cc1cc(C)c2[nH]c(=O)c(CN(Cc3ccco3)C(=O)c3cccs3)cc2c1	-0.7%	9.0
113	COC(=O)CN(c1ccccc1F)S(=O)(=O)c1ccc(C)cc1	?	.
114	COC(=O)c1cc(OC)cc(O)c1C(=O)c1c(O)cc(C)cc1O	18.3%	18.2
115	CC(C)c1ccc(NC(=O)CN2C(=O)NC3(CCCC3)C2=O)cc1	?	.
116	CCc1ccc(C2C(C#N)=C(N)SC(N)=C2C#N)s1	?	.
117	COc1ccc(C(=O)NCCCc2nc3ccccc3n2Cc2ccccc2C)cc1OC	?	.
118	COc1ccc(NC(=O)CN2CCc3ccccc3C2)cc1S(=O)(=O)N1CCOCC1	?	.
119	Cc1cc(C)n(C(C)CC(=O)Nc2ccc(-c3ccno3)cc2)n1 (centres undefined)	?	.
